Screens from PubChem.
GSK3beta inhib: human GSK3beta kinase inhibition; P49841; GST-GSK3beta kinase, ADP-Glo luminescence, 60 min; active compounds read low; activity score (negative = inhibition), % at 10 µM; hit rate 0.038% among 300,000;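 active means more than half of replicate wells score below -50%, meaning over 50% inhibition versus plate controls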;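 further: 0% = median DMSO wells and -100% = median GW8510 positive control wells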
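Test system – GST-tagged human GSK3beta kinase, cell-free · Incubation – 60 min enzyme reaction, room temperature · Signal – ADP-Glo luminescence · Also added – peptide substrate and ATP at 25 µM · Controls – DMSO neutral wells and GW8510 at 20 µM as positive · Buffer or medium – Tris/MgCl2 kinase buffer · Measure – Luminescence-derived activity versus plate DMSO and GW8510 wells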
KCNQ1 pot: potentiators or activators of human KCNQ1 potassium channel; P51787; CHO-K1 KCNQ1, thallium flux FluxOR fluorescence; active compounds read high; B-score at 10 µM; hit rate 0.35% among 310,000; AID 2648;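 active means fluorescence ratio B-score, a plate-corrected score, at least three library SD, with initial intensity B-score within 5 SD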
Target sequence (P51787 whole entry, looked up): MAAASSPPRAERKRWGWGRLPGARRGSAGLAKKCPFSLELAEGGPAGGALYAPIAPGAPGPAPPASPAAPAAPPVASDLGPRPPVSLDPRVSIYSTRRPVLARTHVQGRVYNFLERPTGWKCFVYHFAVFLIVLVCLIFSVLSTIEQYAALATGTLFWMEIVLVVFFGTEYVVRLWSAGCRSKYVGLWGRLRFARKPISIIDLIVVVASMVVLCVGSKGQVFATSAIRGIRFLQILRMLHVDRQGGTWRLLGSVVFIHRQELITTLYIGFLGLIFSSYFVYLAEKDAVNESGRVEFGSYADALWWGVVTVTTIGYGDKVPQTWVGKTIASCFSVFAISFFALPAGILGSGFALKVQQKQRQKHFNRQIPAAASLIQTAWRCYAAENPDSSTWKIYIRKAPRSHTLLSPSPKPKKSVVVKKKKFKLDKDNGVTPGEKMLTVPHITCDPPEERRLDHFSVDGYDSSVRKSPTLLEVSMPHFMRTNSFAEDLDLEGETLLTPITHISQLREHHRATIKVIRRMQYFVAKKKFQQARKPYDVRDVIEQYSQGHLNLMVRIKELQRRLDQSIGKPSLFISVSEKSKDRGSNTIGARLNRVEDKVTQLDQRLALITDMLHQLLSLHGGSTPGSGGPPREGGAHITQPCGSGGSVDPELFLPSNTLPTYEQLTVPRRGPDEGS
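Assay system: CHO-K1 cells stably expressing KCNQ1; Medium: assay buffer with matched DMSO; Also added: K+/Tl+ depolarizing stimulus; Dosing: single dose; Timing: dye 90 min, compound 20 min, room temperature; Measured by: kinetic FluxOR thallium fluorescence, 10-s 1-Hz baseline, 110-s post-stimulus read; Read-out: peak-minus-minimum fluorescence over initial fluorescence, negative-control normalized, B-scored.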
KCNQ1 block: blocks the human KCNQ1 potassium channel; hit rate 1.3% among 310,000; P51787; CHO-K1 KCNQ1, FluxOR thallium flux fluorescence; active compounds read high; B-score at 10 µM;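 active means compounds whose thallium flux B-score, printed positive for inhibition, exceeds three library SD while starting fluorescence stays within three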;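 further: channel opened by potassium depolarization with thallium stimulus after 20 min compound exposure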
Dyrk1A ADPGlo: Dyrk1A (rat) kinase inhibition. ADP-Glo luminescence, NFATc1 peptide. inhibition, % at 12.5 µM. hit rate 0.43% among 310,000. AID 504441. Q63470; in the data active means inhibition above about 50%;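 further: plate controls were vehicle with enzyme for no effect and no enzyme for full effect; many of its hits are not listed in these tables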
RGS4 inh: human RGS4 inhibition. HEK293 M3R/RGS4 inducible, Fluo-4 calcium flux; active compounds read high; triggered by carbachol at its EC20. B-score at 10 µM. hit rate 0.45% among 310,000. AID 463165;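 active means B-score, a plate-corrected calcium signal, over three deviations above library mean, with baseline fluorescence within five deviations of library mean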;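 further: RGS4 expression induced by doxycycline in cells with stable M3 receptor; B-score is computed from the integrated fluorescence ratio over baseline after carbachol; higher B-score means a larger calcium signal and so more RGS4 inhibition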
KCNK3 inh: human KCNK3 channel inhibition, primary screen. CHO-KCNK3 thallium flux, FluxOR fluorescence; active compounds read low. B-score at 10 µM. hit rate 0.84% among 340,000. AID 602410;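 active means B-score under library mean minus 4 SD, starting fluorescence ratio at most library mean plus 5 SD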;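 further: more negative B-score means stronger inhibition of thallium flux through KCNK3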
hERG rescue: shields human hERG channel from block by proarrhythmic agents | hit rate 0.51% among 310,000 | Q12809 | activation (rescue from dofetilide block), less the hit threshold, % at 10 µM | CHO-hERG, FluxOR thallium flux, dofetilide IC70 present;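 active means activation above the mean of controls blocked by dofetilide plus 5 SD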;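 further: thallium influx through hERG after potassium depolarization seen as dye fluorescence rise; in these data hits start at about 4.7%; inactives centre near -7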
RGS4 act: potentiators or activators of RGS4 | hit rate 0.92% among 310,000 | HEK293 M3R/inducible RGS4, carbachol calcium flux Fluo4; active compounds read low | B-score at 10 µM;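 active means B-score of the integrated calcium signal more than 4 SD below the library mean, with starting fluorescence not abnormally high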;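 further: negative B-score means reduced calcium response which marks RGS4 activation or potentiation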
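Detection: kinetic calcium fluorescence imaging with Fluo4-AM dye, 2 µM / Material: HEK293 cells with stable M3R and inducible RGS4 / Schedule: recording 10 s baseline at 1 Hz, 100 s post-agonist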
KCNK9 block: human KCNK9 channel inhibition; Q9NPC2; HEK293 KCNK9, FluxOR thallium flux fluorescence; active compounds read low; B-score at 10 µM; hit rate 1.2% among 310,000; AID 488922;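 active means ratio B-score over 3 SD below the library mean, with starting fluorescence within 5 SD of its mean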;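 further: negative B-score means less thallium flux so channel inhibition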
Target sequence (Q9NPC2 whole entry, looked up): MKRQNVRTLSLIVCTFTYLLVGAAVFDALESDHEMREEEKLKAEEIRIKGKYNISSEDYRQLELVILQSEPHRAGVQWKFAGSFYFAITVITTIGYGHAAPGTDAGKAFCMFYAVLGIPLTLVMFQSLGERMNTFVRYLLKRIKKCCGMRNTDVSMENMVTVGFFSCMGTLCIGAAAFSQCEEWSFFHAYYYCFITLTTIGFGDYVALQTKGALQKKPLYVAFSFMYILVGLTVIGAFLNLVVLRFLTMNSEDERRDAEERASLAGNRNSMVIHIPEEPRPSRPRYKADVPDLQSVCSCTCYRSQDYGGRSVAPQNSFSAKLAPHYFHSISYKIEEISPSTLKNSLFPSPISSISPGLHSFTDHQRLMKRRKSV
GSK3A inh: inhibitors of human GSK-3 alpha kinase; P49840; ADP-Glo luminescence, 60 min; hit rate 0.1% among 320,000; inhibition, % at 10 µM; AID 2650;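 in the data active means inhibition above about 50%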;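 further: GST-tagged GSK-3 alpha with peptide substrate and 25 µM ATP; 0% = DMSO neutral wells and 100% = GW8510 positive control wells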
PolyA inh: blocks polyadenylation in yeast reporter cells. AID 1875. calls only at 12 µM. hit rate 0.02% among 300,000. S. cerevisiae SKY197-pL101 polyadenylation reporter, beta-gal luminescence; efflux-impaired pdr1/pdr3 knockout yeast; score 100 = 6 SD above DMSO;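 active means lowest replicate activity score at least 50, where 100 means six control SD above control mean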;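 further: yeast exposed to compound for 9 h at 30 °C; higher score means more reporter readthrough which indicates perturbed polyadenylation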
* hit, by the source's call; i = inactive; · = no result given.

Second line of a record – GSK3beta inhib	KCNQ1 pot	KCNQ1 block	Dyrk1A ADPGlo	RGS4 inh	KCNK3 inh	hERG rescue	RGS4 act	KCNK9 block	GSK3A inh	PolyA inh
#1 CCC(=O)N(CC)Cc1cc(=O)[nH]c2ccccc12
 : -2	i	i	0	i	i	-5	i	i	-1	i
#2 Cc1cc(SCC(=O)Nc2ccccc2)nc(C)n1
 : 3	i	i	0	i	i	-7	i	i	-1	i
#3 O=C(Nc1ccc(N2CCOCC2)c(S(=O)(=O)Nc2cc(Cl)ccc2Cl)c1)c1cccnc1
 : -24	i	i	-5	i	i	-10	i	i	·	i
#4 CN(c1ccccc1)S(=O)(=O)c1cccc(NC(=O)CSc2ncn[nH]2)c1
 : 2	i	i	9	i	i	-23	i	i	5	i
#5 CC(=O)Nc1ccc(Nc2ncnc(N)c2[N+](=O)[O-])cc1
 : 3	i	i	-1	i	i	-7	i	i	-2	i
#6 COC(=O)c1cn(C(=O)c2cc(OC)cc(OC)c2)c2ccccc12
 : -4	i	i	-1	i	i	-5	i	i	-1	i
#7 O=C(N/N=C\c1cccnc1)c1ccc(Cl)cc1Cl
 : 3	i	i	-1	i	i	-5	i	i	-1	i
#8 CC(Sc1ccccc1)C(=O)N1CCN(S(=O)(=O)c2ccccc2C(F)(F)F)CC1 (configuration not stated)
 : -2	i	i	-6	i	i	-11	i	i	0	i
#9 CCc1nnc(NC(=O)CSc2nnc(Cc3ccccc3)n2-c2ccccc2)s1
 : 0	i	i	9	i	i	-12	i	i	0	i
#10 Cc1ccccc1CC(=O)NCCN1CCOCC1
 : 3	i	i	·	i	i	-8	i	i	1	i
#11 O=C(O)c1cnc(-c2ccccc2)nc1Sc1ccccc1
 : 2	i	i	9	i	i	-10	i	i	-2	i
#12 CN(C)CCC1Sc2ccccc2Oc2ccccc21 (configuration not stated)
 : -2	i	i	-12	i	i	-13	-7.6*	i	0	i
#13 Cc1cccc(CCNC(=O)C2CCN(S(=O)(=O)c3c(C)nn(C)c3C)CC2)c1
 : -1	i	i	-4	i	i	-1	i	i	-3	i
#14 Cn1cc(CNC(=O)C2CCCCC2)cn1
 : 1	i	i	-1	i	i	-6	i	i	-1	i
#15 CCOc1cc(C(=O)NCC(C)CN(C)C)cc(OCC)c1OCC (configuration not stated)
 : 1	i	i	-4	i	i	-4	i	i	-1	i
#16 CCOC(=O)c1nn(-c2ccc3ccccc3c2)cc1O
 : -1	i	i	1	i	i	-1	i	i	-1	i
#17 CCN(C(=O)COC(=O)c1cc([N+](=O)[O-])ccc1N1CCOCC1)C1CCCCC1
 : 1	i	i	-2	i	i	-2	i	i	·	i
#18 COc1ccc(Cl)cc1-n1c(=S)sc2c(=O)[nH]c(SCC(=O)C(C)(C)C)nc21
 : -1	i	i	-2	i	-9*	-16	i	i	-3	i
#19 CCOC(=O)CC1C(=O)NC2CCCCC2N1C(=O)Nc1ccc(Cl)cc1 (configuration not stated)
 : 2	i	i	-4	i	i	-7	i	i	1	i
#20 CC(C)CNC(=O)CSc1nnc(-c2cccc(S(=O)(=O)N3CCCCC3)c2)o1
 : 3	i	i	-2	i	i	-7	i	i	0	i
#21 Cc1cccc(CCNC(=O)COc2cc(=O)n(C)c3ccccc23)c1
 : 2	i	i	-3	i	i	-11	i	i	0	i
#22 CCOC(=O)N1CCC(N(CCN(C)C)C(=S)Nc2ccc(Oc3ccccc3)cc2)CC1
 : 0	i	i	8	i	i	-14	i	i	·	i
#23 COc1ccc(C(C(=O)NC2CCCC2)N(Cc2ccccc2)C(=O)c2snc(C(N)=O)c2N)cc1OC (configuration not stated)
 : 1	i	i	-3	i	i	-26	i	i	-2	i
#24 Cc1ccc(C(=O)N/N=C\c2ccc(OC(=O)c3cccc(F)c3)cc2)cn1
 : 0	i	i	13	i	i	-10	i	i	-1	i
#25 COC(=O)c1ccc(NC(=O)CCc2nnc3ccc(N4CCC5(CC4)OCCO5)nn23)cc1
 : 4	i	i	3	i	i	-6	i	i	-1	i
#26 CCN(c1nc(C)cc(OC)n1)S(=O)(=O)c1ccccc1
 : 2	i	i	-8	i	i	-7	i	i	3	i
#27 Cc1ccc(S(=O)(=O)NNC(=O)c2ccc(NC(=O)C3CC3)cc2)cc1
 : -19	i	i	4	i	i	-11	i	i	·	·
#28 COc1ccc(CCNc2ccc(N3C(=O)CC(C)C3=O)cc2[N+](=O)[O-])cc1 (configuration not stated)
 : 2	i	i	-2	i	i	-12	i	i	-5	i
#29 O=C(NCc1cccnc1)C1CC(c2ccccc2O)=NO1 (configuration not stated)
 : -3	i	i	5	i	i	-2	i	i	3	i
#30 COc1ccccc1C(CNC(=O)c1cccc(S(=O)(=O)NCc2ccccc2)c1)N(C)C (configuration not stated)
 : 0	i	i	9	i	i	-11	i	i	-3	i
#31 CC1CCc2nn(CC(=O)NCCCN3CCOCC3)cc2C1 (configuration not stated)
 : -2	i	i	-2	i	i	-11	i	i	0	i
#32 CCCCCCOc1ccc(N2C(=O)CC(N(CCc3ccc(S(N)(=O)=O)cc3)C(C)=O)C2=O)cc1 (configuration not stated)
 : -3	i	i	-5	i	i	-10	i	i	-1	i
#33 COc1cc2c(cc1OC)CN(C(=O)c1oc3ccccc3c1C)CC2
 : 2	i	i	4	i	-10*	-6	i	-9.9*	2	i
#34 O=S(=O)(c1ccc(NC(=S)NN=C(C2CC2)C2CC2)cc1)N1CCOCC1
 : 1	i	i	-4	i	i	-10	i	i	-2	i
#35 Cc1ccccc1CNC(=O)C(=O)NCC1OCCCN1S(=O)(=O)c1ccc(F)cc1C (configuration not stated)
 : 2	i	i	-1	i	i	-6	i	i	-1	i
#36 CC(NC(=O)C1CCC(CNS(=O)(=O)c2ccc3c(c2)C(C)(C)C(=O)N3C)CC1)c1ccccc1 (configuration not stated)
 : 0	i	i	2	i	i	-11	i	i	-1	i
#37 N#Cc1c(NC(=O)C2CC(Cl)=CCC2C(=O)O)sc2c1CCCCC2 (configuration not stated)
 : 4	i	i	-1	i	i	-4	i	i	4	i
#38 CC1(C)CC(=O)c2c(n(-c3cccc4ccccc34)ccc2=O)C1
 : 3	i	i	8	i	i	-8	i	i	0	i
#39 CCCOC(=O)c1ccc(Oc2c(-c3ccc(OC)cc3O)n[nH]c2C)cc1
 : 0	i	i	1	i	i	-10	i	i	-2	·
#40 Cc1sc2ncnc(-n3cnc4ccccc43)c2c1C
 : 2	i	i	8	i	i	-6	i	i	1	i
#41 COc1cc(OC)cc(C(=O)NNC(=O)c2ccccc2Br)c1
 : 4	i	i	-3	i	i	-7	i	i	·	i
#42 CCCCCC/C=N/Nc1nnc(Cc2ccccc2)c(=O)[nH]1
 : 1	i	i	-4	i	i	-4	i	i	-2	i
#43 O=C1CC(Cc2ccccc2)C(=O)N1c1ccc(Cl)cn1 (configuration not stated)
 : 0	i	i	-4	i	i	-4	i	i	4	i
#44 COc1ccc2[nH]c3c(c2c1)CCN1C(=O)N([C@@H](C)C(=O)NC2CCCCC2C)C(=O)[C@]31C (some centres not stated)
 : 0	i	i	1	i	i	-6	i	i	2	i
#45 Cc1cccc(CN2CCC(C(=O)Nc3cccc(-c4cscn4)c3)CC2)n1
 : ·	i	i	·	i	i	-8	i	i	8	i
#46 Cc1cc(NC(=O)c2ccc(N3C(=O)C4C5C=CC(C5)C4C3=O)cc2)no1 (configuration not stated)
 : 2	i	i	-2	i	i	-3	i	i	4	i
#47 COc1ccccc1N1CCN(C(=O)C(C)N(c2ccc(C)c(C)c2)S(C)(=O)=O)CC1 (configuration not stated)
 : -1	i	i	3	i	i	-14	i	i	0	i
#48 COc1ccc(-c2nnc(SCC(=O)NNC(=O)c3ccc(C)cc3)o2)cc1
 : 0	i	i	1	i	i	-2	i	i	0	i
#49 O=C(Nc1cccc(S(=O)(=O)NC2=NCCCCC2)c1)c1cc(-c2ccccc2)nc2ccccc12
 : 0	i	i	1	i	i	-3	i	i	-3	i
#50 O=C(Nc1cc2c(=O)n(-c3ccc(Oc4ccccc4)cc3)ccc2oc1=O)c1ccccc1
 : -1	i	i	3	i	i	-1	i	i	-2	i
#51 O=C(CN1CCCC1)Nc1c2c(nc3ccccc13)N(Cc1ccccc1)CC2
 : -2	i	i	·	i	i	-3	i	i	-1	i
#52 Nc1cc(Cl)nc(N/N=C/c2ccc([N+](=O)[O-])cc2)n1
 : 0	i	i	1	i	i	-9	i	i	-2	i
#53 CCCc1ccc2oc(C(=O)N(C)Cc3ccn[nH]3)c(C)c2c1
 : 1	i	i	6	i	i	-8	i	i	2	i
#54 CCc1ccc(NC(=S)N(CCCN2CCN(C)CC2)Cc2cccs2)cc1
 : 0	i	i	5	i	i	-12	i	i	0	i
#55 CCOC(=O)c1ccc2[nH]c3c(c2c1)CN(C)CC3
 : -2	i	i	6	i	i	-6	i	i	2	i
#56 CCOCCOc1cccc(C(=O)NC(c2ccccc2)c2ccccc2)c1
 : 0	i	i	·	i	i	-11	i	i	1	i
#57 COc1cccc(OCC(=O)NNC(=O)c2ccc3ccccc3c2)c1
 : 1	i	i	-6	i	i	-5	i	i	1	i
#58 COc1ccc(-c2noc(=O)n2Cc2ccc(F)cc2Cl)cc1
 : 0	i	i	0	i	i	-5	i	i	-2	i
#59 O=C(O)CSc1cc(NS(=O)(=O)c2ccc(Br)cc2)c2ccccc2c1O
 : 0	i	i	-1	i	i	-7	i	i	1	i
#60 O=C(Nc1ccc(Cl)cc1C(F)(F)F)C(Sc1cccc[n+]1[O-])c1ccccc1 (configuration not stated)
 : 4	i	i	1	i	i	-8	i	i	-4	i

More records follow.
Second line of a record – GSK3beta inhib	KCNQ1 pot	KCNQ1 block	Dyrk1A ADPGlo	RGS4 inh	KCNK3 inh	hERG rescue	RGS4 act	KCNK9 block	GSK3A inh	PolyA inh
#61 Cn1c(=O)c(=O)n(C)c2cc(S(=O)(=O)NCc3ccc(Cl)cc3)ccc21
 : 1	i	i	-4	i	i	-1	i	i	-2	i
#62 COc1ccccc1NC(=O)Cc1noc(CSc2nnc(N)s2)n1
 : 2	i	i	1	i	i	-3	i	i	-2	i
#63 C=CCn1c(O)c(N=NC(=O)OCC)c2ccccc21
 : -1	i	i	1	i	i	-7	i	i	-2	i
#64 Cc1cc(/C=N/NC(=O)c2ccncc2)c(C)n1-c1ccccc1
 : 2	i	i	-1	i	i	-5	i	i	3	i

Not all compounds are listed (hit frequency here may not be typical).
